Pin1 inh: blocks the human prolyl isomerase Pin1; Q13526; Pin1 FP peptide displacement, HiFluor488, 10 min; Potency, µM (series often up to 115 µM), inactives show at the top dose activity, negative = inhibition, usual class: inhibitors; hit rate 0.009% among 390,000; AID 504891; active = well fitted inhibition curve with a large enough effect in the polarisation, with a control signal flat, not every such curve was filed as active; inconclusive = small, poorly fitted or top-dose-only effect, or effect the other way, or a change in a side signal; inactive = no such curve, though single readings can be large or run the other way; the % refers to the polarisation; note: potency is the fitted concentration of half-maximal effect; % is set by controls: 0 for no effect and ±100 for the full control effect
PGK inhibitor: T. brucei PGK inhibition; Potency, µM (series often up to 57.5 µM), for inactives: at the highest dose activity change, negative = inhibition, hits mostly inhibitors; P07378; hit rate 0.043% among 380,000; AID 602233; PGK/GAPDH coupled, Kinase-Glo luminescence, 60 min; note: potency is the fitted concentration of half-maximal effect; % is set by controls: 0 for no effect and ±100 for the full control effect; nearly all actives have a fitted effect of over 60% in size
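Recombinant glycosomal PGK reaction used 1,3-bisphosphoglycerate generated in-well by GAPDH (100nM final) in 100mM TEA pH 7.6, 5mM MgCl2, 0.01% Tween-20. After 60 minutes at room temperature, ATP was read by Kinase-Glo Plus luminescence end-point.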
JMJD2A Tudor: blocks the human JMJD2A Tudor domain | Potency, µM (series often up to 114 µM), without a hit: at the top dose activity change, negative = inhibition, actives largely listed as inhibitors | O75164 | AID 504339 | AlphaScreen JMJD2A-Tudor / H3K4me3 peptide binding | hit rate 4.4% among 390,000; note: potency is the fitted concentration of half-maximal effect; % is set by controls: 0 for no effect and ±100 for the full control effect; nearly all actives have a fitted effect of over 50% in size
Target sequence (O75164 whole entry, looked up, the tested form may be a part): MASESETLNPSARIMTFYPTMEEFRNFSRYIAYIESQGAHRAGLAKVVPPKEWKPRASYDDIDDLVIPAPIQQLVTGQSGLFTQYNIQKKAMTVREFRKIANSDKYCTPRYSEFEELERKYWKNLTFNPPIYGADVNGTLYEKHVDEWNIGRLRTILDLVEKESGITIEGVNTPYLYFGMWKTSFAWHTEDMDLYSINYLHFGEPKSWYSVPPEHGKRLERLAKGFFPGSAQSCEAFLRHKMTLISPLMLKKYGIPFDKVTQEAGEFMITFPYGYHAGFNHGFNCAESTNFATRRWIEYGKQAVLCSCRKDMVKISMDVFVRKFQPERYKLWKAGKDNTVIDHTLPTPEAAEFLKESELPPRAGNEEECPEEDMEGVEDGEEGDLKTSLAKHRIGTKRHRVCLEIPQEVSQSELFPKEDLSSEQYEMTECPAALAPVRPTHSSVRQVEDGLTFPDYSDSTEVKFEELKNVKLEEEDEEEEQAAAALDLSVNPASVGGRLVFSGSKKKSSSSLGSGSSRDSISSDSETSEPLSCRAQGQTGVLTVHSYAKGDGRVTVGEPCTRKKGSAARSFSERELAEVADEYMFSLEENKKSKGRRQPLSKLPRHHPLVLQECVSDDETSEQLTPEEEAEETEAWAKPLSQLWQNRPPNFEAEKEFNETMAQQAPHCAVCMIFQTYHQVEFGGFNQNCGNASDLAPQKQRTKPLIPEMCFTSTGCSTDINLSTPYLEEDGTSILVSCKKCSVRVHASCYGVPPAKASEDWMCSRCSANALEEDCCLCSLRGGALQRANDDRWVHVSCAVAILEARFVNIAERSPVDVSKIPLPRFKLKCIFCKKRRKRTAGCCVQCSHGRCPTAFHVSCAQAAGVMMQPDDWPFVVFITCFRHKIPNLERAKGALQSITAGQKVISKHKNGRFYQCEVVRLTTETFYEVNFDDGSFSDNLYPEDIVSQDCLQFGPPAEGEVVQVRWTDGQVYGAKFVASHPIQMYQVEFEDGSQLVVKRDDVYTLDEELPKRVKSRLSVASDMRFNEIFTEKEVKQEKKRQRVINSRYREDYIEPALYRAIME
ERG Ets-DNA blk: inhibitors of human ERG Ets domain-DNA interaction | hit rate 0.028% among 370,000 | P11308 | fluorescence polarization, His-ERG Ets domain / labelled DNA | Potency, µM (highest dose often 76.9 µM), inactives show at the top dose FP activity, negative = inhibition, usual class: inhibitors | AID 624246; active = well fitted inhibition curve with a large enough effect in the polarisation, with a control signal flat; inconclusive = small, poorly fitted or top-dose-only effect, or effect the other way, or a change in a side signal; inactive = no such curve, though single readings can be large or run the other way; the % refers to the polarisation;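 note: polarization taken with two DNA probes labelled with fluorescein and Texas red; potency is the fitted concentration of half-maximal effect; % of control where 0% means no effect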
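His-tagged ERG Ets domain (1 uM in the protein solution; 300mM KCl, 50mM Tris-HCl, 1mM EDTA, 1mM DTT, pH 7.5) received compound, then a probe mix of 5 nM fluorescein-DNA and 100nM Texas-615-DNA. Fluorescence polarization was read for both dyes.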
HP1b chromo inh: blocks HP1-beta chromodomain binding to methylated histone tails; P83916; AlphaScreen HP1-beta / biotin-H3K9me3 peptide binding; Potency, µM (top dose mostly 114 µM), for the others: at the top dose activity change, negative = inhibition, actives largely listed as inhibitors; hit rate 0.56% among 390,000; AID 540317; note: potency is the fitted concentration of half-maximal effect; nearly all actives have a fitted effect of over 70% in size; inactives centre near 23
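AlphaScreen: HP1-beta (50 nM) preformed 30 min with biotin-H3(1-18)K9me3 peptide (50 nM) in PBS pH 7.4, 0.01% Tween-20. Compound added for 30 min at RT, then streptavidin donor/nickel chelate acceptor beads (10 ug/mL) for 30 min.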
PI4K2A inh: PI4K2A (human) kinase inhibition | purified PI4K2A, ADP-Glo luminescence, 1 h; hits give low values | AID 1346378 | hit rate 0.13% among 420,000 | activity change, negative = inhibition, % at 76.9 µM | Q9BTU6; in the data active = activity change below about -50%; inconclusive = mostly about -30% to -49%;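 note: -100% = wells without enzyme as full effect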
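Compounds are screened against recombinant PI4K2A using PI as substrate and ATP, the latter dispensed at 300 microM. Reactions run one hour at ambient temperature before ADP-Glo detection; full inhibition defined by wells lacking enzyme.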
GLS inhibitor: glutaminase GLS (human) inhibition. GLS enzymatic activity, qHTS titration. O94925. Potency, µM (series often up to 45.5 µM), inactives show at the top dose activity change, negative = inhibition, most hits filed as inhibitors. hit rate 0.21% among 410,000. AID 624170; note: potency is the fitted concentration of half-maximal effect; % is set by controls: 0 for no effect and ±100 for the full control effect
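hKGA; 45 mM KH2PO4 pH 8.2 + 0.02% Tween-20; cpd via pin tool; 1 mM Gln soln; GluOx/HRP/Amplex Red; RT 30 min; fluor. t0 & final.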
G9a inh: G9a (human) methyltransferase inhibition; Q96KQ7; G9a H3K9 monomethylation, AlphaScreen, 2 h; Potency, µM (highest dose often 102 µM), inactives show top-dose activity, negative = inhibition, actives largely listed as inhibitors; hit rate 8.8% among 350,000; AID 504332; note: potency is the fitted concentration of half-maximal effect; % is set by controls: 0 for no effect and ±100 for the full control effect; nearly all actives have a fitted effect of over 75% in size
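Quantitative HTS format: methyltransferase activity on a biotin-tagged H3K9 peptide is measured by AlphaScreen, using a rabbit anti-monomethyl-H3K9 antibody with streptavidin donor and anti-IgG acceptor beads. Final levels are 20 nM enzyme, 500 nM peptide, 20 uM SAM; 2 h RT.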
BAZ2B inh: BAZ2B (human) inhibition; hit rate 4.4% among 360,000; AlphaScreen BAZ2B-H3K14Ac peptide displacement; Potency, µM (titrated, usually from 114 µM), for inactives: at the top dose activity change, negative = inhibition, most hits filed as inhibitors; Q9UIF8; AID 504333; note: potency is the fitted concentration of half-maximal effect; % is set by controls: 0 for no effect and ±100 for the full control effect; nearly all actives have a fitted effect of over 60% in size
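Multi-concentration screen (max 110 uM) measuring displacement of acetylated histone H3 peptide from BAZ2B by AlphaScreen, using 50 nM protein, 50 nM peptide and 10 ug/mL streptavidin donor plus Ni-chelate acceptor beads.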
Active calls of the source: *; i = inactive; ? = inconclusive; nt = no result given; & = joins results of further samples; [ ] = remark or other dose. Unless noted, calls come from the whole dose curve; as a rule, active = well fitted curve in the direction sought with a large enough effect; inconclusive = small, poorly fitted or top-dose-only effect, or another doubt; inactive = no such curve, though single readings can be large; an effect the other way counts as inactive or inconclusive.

SMILES	Pin1 inh	PGK inhibitor	JMJD2A Tudor	ERG Ets-DNA blk	HP1b chromo inh	PI4K2A inh	GLS inhibitor	G9a inh	BAZ2B inh
Fc1ccc(C2CC(c3ccc(F)cc3)n3ncnc3N2)cc1 (centres undefined)	-5%	-12%	-27%	5%	17%	1	1%	-20%	-32%
CCOc1ccc(Nc2nc(N)c3ccccc3n2)cc1	-8%	?	?	-1%	30%	-80*	0%	nt	?
O=C(COC(=O)c1ccco1)Nc1nc2c(F)c(F)c(F)cc2s1	45%[activator]	-6%	-19%	5%	9%	-3	13%	-7%	-2%
O=C(Nc1ccccc1N1CCCCC1)c1cccc(Cl)c1	-1%	-1%	102%[activator]	3%	128%[activator]	0	0%	131%[activator]	44%[activator]
c1cnn(-c2cc(N3CCOCC3)ncn2)c1	-3%	1%	?	-1%	12%	-2	10%	-20%[59 µM]	10%
COc1ccc(C(=O)OCCNC(=O)c2ccncc2)cc1OC	-4%	-4%	-1%	-4%	36%	?	-1%	-8%	-5%
N#CCc1nnc2n1-c1ccccc1CCC2	6%	2%	-6%	-1%	42%[activator]	-5	3%	-39%[12.7 µM]	0%
CN(C(=O)CSc1nnc(-c2c[nH]c3ccccc23)n1C1CC1)C1CCS(=O)(=O)C1 (centres undefined)	1%	-6%	-14%	-6%	22%	-6	1%	20%[59 µM]	8%
NC(=O)C1=C[C@@H](c2csc3ccccc23)C[C@@H](OCCCCO)O1	4%	i	-13%	12%	42%	-1	0%	-10%[59 µM]	-7%
O=C(O)c1cccc(NS(=O)(=O)c2ccc(Oc3ccc(S(=O)(=O)Nc4cccc(C(=O)O)c4)cc3)cc2)c1	?	-1%	-9%	0%	25%	-3	11%	nt	nt
Cc1ccc(NC(=O)NC(C)c2c(-n3cccc3)sc(C)c2C)c(C)c1 (centres undefined)	10%	nt	-9%	0%	16%	-2	8%	11%[59 µM]	2%
CCN(CC)CCCN(C(=O)c1ccc(Br)cc1)c1nc(-c2ccc(OC)cc2)cs1	2%	-10%	56µM*	3%	?	1	4%	nt	50µM*
O=C(COC(=O)Cc1c(F)cccc1Cl)Nc1nnc(-c2ccccc2)o1	-2%	4%	-14%	0%	40%[activator]	-2	10%	14%[59 µM]	0%
CCC(C)C(NC(=O)C(C)NC(=O)CNC(=O)OC(C)(C)C)C(N)=O (centres undefined)	2%	4%	-9%	-6%	32%	-1	-3%	4%	-1%
COc1ccccc1OC(C)C(=O)N1CCN(CCc2ccccn2)CC1 (centres undefined)	-2%	-3%	-18%	-2%	25%	2	-11%	?	-12%

Shown as labelled records: entries from further up
Cc1ccc(NC(=O)NC(C)c2c(-n3cccc3)sc(C)c2C)c(C)c1 (centres undefined)
  Pin1 inh: 10%
  PGK inhibitor: nt
  JMJD2A Tudor: -9%
  ERG Ets-DNA blk: 0%
  HP1b chromo inh: 16%
  PI4K2A inh: -2
  GLS inhibitor: 8%
  G9a inh: 11%[59 µM]
  BAZ2B inh: 2%

CCN(CC)CCCN(C(=O)c1ccc(Br)cc1)c1nc(-c2ccc(OC)cc2)cs1
  Pin1 inh: 2%
  PGK inhibitor: -10%
  JMJD2A Tudor: 56µM*
  ERG Ets-DNA blk: 3%
  HP1b chromo inh: ?
  PI4K2A inh: 1
  GLS inhibitor: 4%
  G9a inh: nt
  BAZ2B inh: 50µM*

The listing continues.
SMILES	Pin1 inh	PGK inhibitor	JMJD2A Tudor	ERG Ets-DNA blk	HP1b chromo inh	PI4K2A inh	GLS inhibitor	G9a inh	BAZ2B inh
O=C(COC(=O)CCc1c[nH]c2ccccc12)NCc1ccccc1	3%	-3%	-31%	7%	-4%	2	0%	-2%[59 µM]	?
COc1ccc(C2=C/C(=C\c3cccc(OC(C)=O)c3)C(=O)O2)cc1	?	4%	16%	-1%	64%[activator]	2	13%	-7%[59 µM]	26%
CCS(=O)(=O)n1nc(-c2ccc(Cl)cc2)nc1N	-1%	-4%	-12%	3%	27%	0	6%	-5%	-3%
Clc1cccc(Cl)c1Cn1cnc2c(N3CCCCCC3)ncnc21	4%	5%	-8%	nt	36%	-2	0%	-1%[12.7 µM]	9%
Cc1ccc(-n2c(C)csc2=N)cc1	26%	i	-34%	3%	?	3	9%	?	?
CCOc1ccc(C(=O)n2cc(C(=O)OC)c3ccccc32)cc1	0%	i	76%[activator]	5%	138%[activator]	-2	-2%	27%	32%
CCN(CC)CCC(O)(c1ccc2c(c1)OCO2)c1cc(OC)c(OC)c(OC)c1 (centres undefined)	-1%	-9%	-4%	-8%	17%[57 µM]	3	-7%	nt	nt
O=S(=O)(NCCSCc1ccc(Cl)cc1Cl)c1ccc2c(c1)OCCO2	-4%	-2%	79µM*	-26%	2%	-5	-3%	24%	1%
Nc1cc(Cl)ccc1C(=O)OCC(=O)N1CCOCC1	-4%	i	-2%[11.4 µM]	-9%	80%[activator]	-3	-1%	7%	-3%
Cc1ncc(CO)c(/C=N/NC(=S)Nc2ccc(Cl)c(Cl)c2)c1O	13%	-2%	?	21%	?	-8	-8%	nt	22µM*
CCCCCC(=O)Nc1cccc(-c2nc3ncccc3o2)c1	0%	-3%	-3%	nt	21%	-4	-1%	15%[12.7 µM]	12%
COC(=O)c1cc(Br)c(=O)n(CCc2ccccc2)c1	-1%	-2%	11%	2%	35%	-4	-4%	8%	1%
CCn1c(SCC(=O)N2CCCc3ccccc32)nc2c1c(=O)n(C)c(=O)n2C	-1%	-11%	-13%	-8%	18%	1	-7%	-11%	-9%
O=C(COC(=O)/C=C/c1cccc(Cl)c1)Nc1cccc(S(=O)(=O)NC2=NCCC2)c1	-6%	-9%	-30%	22%	4%	1	6%	23%[12.7 µM]	-11%
Cc1onc(-c2c(F)cccc2Cl)c1C(=O)N1CCN(c2ncc(Br)cn2)CC1	4%	-5%	-20%	4%	-1%	-7	0%	nt	-10%
O=C(NCc1ccc2c(c1)OCO2)c1ccc2c(c1)N(Cc1cccc(Cl)c1)C(=O)c1ccccc1S2=O (centres undefined)	24%	1%	-4%	-3%	23%	2	4%	4%[59 µM]	0%
O=C(C1CCCN1S(=O)(=O)c1ccc(Cl)c(Cl)c1)N1CCCCC1 (centres undefined)	1%	1%	5%	-5%	28%	4	-2%	42%[59 µM]	-26%
Cc1ccc(C(CNS(=O)(=O)c2ccc(C)cc2)N2CCN(C)CC2)cc1 (centres undefined)	-25%	-5%	3%	-3%	15%	1	-4%	?	-6%
CN(Cc1cccc(F)c1)C(=O)CNS(=O)(=O)c1ccc2ccccc2c1	3%	i	-5%	8%	23%	4	-15%	14%	5%
CCSc1nc(C)c(C(C)=O)cc1C#N	?	4%	7%	5%	53%[activator]	-12	-6%	18%	?
Cn1nccc1C(=O)Oc1cccc(/C=N/NC(=O)c2ccccc2O)c1	6%	-11%	-14%	-8%	29%	1	22%	-8%	12%
O=C(N/N=C/c1ccc(-c2ccccc2Cl)o1)c1ccccc1	4%	-8%	-2%	12%	30%	2	0%	4%	-17%
O=C(O)CCn1c(=O)oc2cc(S(=O)(=O)N3CCCC3)ccc21	-3%	-7%	-14%	8%	27%	2	-1%	nt	nt
CN(C)c1ccc(C(=S)N2CCCCC2)cc1	-3%	-1%	-35%	-2%	-21%	0	34%[activator]	?	-39%
O=C(CC12CC3CC(CC(C3)C1)C2)Nc1c(F)cccc1F	-3%	-7%	-3%	-3%	39%	-1	-11%	-10%	-2%
CN(C)/C=C(/C(=O)c1ccc(Cl)cc1)n1cncn1	-1%	-9%	-13%	11%	54%[activator]	11	-2%	-5%	-3%
COc1ccc(CNC(=O)CCS(=O)(=O)c2ccc3c(c2)CC(C)N3C(=O)C2CC2)cc1 (centres undefined)	-2%&1%	-9%&4%	-15%&4%	2%&12%	17%&21%	-1&-1	0%&6%	-5%[59 µM]	-1%&-11%
CC(=O)CCC(=O)NC1CCCc2c1cnn2-c1ccc(C(C)(C)C)cc1 (centres undefined)	7%	-7%	-9%	11%	37%	-2	1%	63%	-6%
CCNC(=O)N1CCNC(=O)C1CC(=O)OC (centres undefined)	-4%	-5%	-1%	-19%	49%[activator]	5	-9%	-8%[12.7 µM]	3%
CCOc1ccc(N(C)S(=O)(=O)c2ccc3[nH]cc(C(=O)NCC(OC)OC)c(=O)c3c2)cc1	5%	-10%	-20%	-2%	31%	0	3%	18%	3%
CCOC(=O)C(C)On1c(SC(C)C(=O)OCC)nc2ccccc2c1=O (centres undefined)	11%	i	7%	3%	15%	5	3%	-6%[59 µM]	-3%
CN(C)C(=O)c1c2c(nc3ccccc13)-c1ccccc1CC2	-7%	-11%	-16%	-10%	73%[activator]	0	1%	4%[59 µM]	2%
Fc1ccc(NC(=S)Nc2nccs2)cc1	-2%	-1%	-21%	-7%	-28%	0	0%	?	-14%
Cc1nnc(SCC(=O)NN2C(=O)NC3(CCCCC3)C2=O)s1	0%	10%	-5%	3%	15%	4	3%	-1%	1%
COC(=O)c1cc(S(=O)(=O)N2c3ccccc3CC2C)c[nH]1 (centres undefined)	4%	-4%	-27%	-5%	-16%	1	-7%	24%[59 µM]	-2%
Cc1nn(S(=O)(=O)c2ccccc2)c(C)c1S(=O)(=O)N1CCOCC1	0%	-4%	-27%	?	43%[activator][57 µM]	3	0%	79µM*	-27%

Screening results (PubChem)
